Compound activity (PubChem BioAssay)
Tau ThT inhib: inhibitors of human tau fibril formation, thioflavin T binding; P10636; recombinant tau K18 P301L, heparin-induced fibrillization, ThT fluorescence; Potency, µM (doses to about 57.4 µM), inactives show top-dose activity, negative = inhibition, most hits filed as inhibitors; 2.1% of 270,000 active; AID 1460; also: % is scaled to controls: 0 for no effect and ±100 for the full control effect; nearly all actives have a fitted effect of over 55% in size
Target sequence (P10636 561-689 P618L limits assumed): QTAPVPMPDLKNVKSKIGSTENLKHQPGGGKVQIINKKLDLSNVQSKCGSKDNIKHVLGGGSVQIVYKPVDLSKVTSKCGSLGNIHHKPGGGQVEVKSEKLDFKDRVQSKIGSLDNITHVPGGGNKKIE
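Fibril formation assay: tau K18 P301L at 15 uM with trace Alexa 594 label, heparin inducer 20 uM, pH 7 sodium acetate buffer, 37 C for 6 hr; endpoint ThT signal.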
HTT cytoprotect: Huntington cell model cytoprotection by ATP luminescence; PC12 HTT-Q103 induced, cytoprotection, ATP luminescence, 40 h; Potency, µM (titrated, usually from 56.4 µM), without a hit: cytoprotection (ATP increase), hits mostly activators; 0.14% of 230,000 active; AID 1471;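 also: % of control where 0% means no effect; nearly all actives have a fitted effect of over 45% in size; toxic huntingtin expression switched on by the ecdysone agonist tebufenozide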
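Quantitative HTS on tebufenozide-induced (100 nM) PC12 cells expressing HTTQ103 exon 1–GFP; compounds tested as a concentration series; survival measured via cellular ATP.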
JMJD2E inh: blocks human JMJD2E demethylase activity; Potency, µM (titrated, usually from 57.1 µM), for the others: at the top dose activity change, negative = inhibition, actives largely listed as inhibitors; 1.6% of 230,000 active; JMJD2E catalytic domain, FDH-coupled NADH fluorescence (FDH is formaldehyde dehydrogenase); active = well fitted inhibition curve with a large enough effect, not every such curve was filed as active; inconclusive = small, poorly fitted or top-dose-only effect, or another doubt; inactive = no such curve, though single readings can be large or run the other way;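 also: 0% = wells with enzyme and -100% = buffer wells without enzyme; nearly all actives have a fitted effect of over 50% in size; many of its hits are not listed in these tables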
Target sequence (B2RXH2 1-337 limits assumed): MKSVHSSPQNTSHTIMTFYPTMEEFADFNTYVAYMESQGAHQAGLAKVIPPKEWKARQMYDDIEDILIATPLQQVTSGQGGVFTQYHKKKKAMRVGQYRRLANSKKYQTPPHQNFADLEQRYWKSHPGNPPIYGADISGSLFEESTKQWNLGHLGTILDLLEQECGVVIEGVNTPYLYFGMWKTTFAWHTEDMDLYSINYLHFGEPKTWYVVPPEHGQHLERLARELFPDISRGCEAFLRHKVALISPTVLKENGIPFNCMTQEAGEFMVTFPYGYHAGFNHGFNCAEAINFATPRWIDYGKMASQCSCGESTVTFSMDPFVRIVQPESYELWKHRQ
Tau fluor counter: counter-screen for tau fibril formation inhibitors | tau K18 P301L Alexa594 fluorescence, heparin fibrillization | Potency, µM (titrated, usually from 57.7 µM), without a hit: at the top dose activity change, negative = decrease | 0.93% of 280,000 active; also: % is scaled to controls: 0 for no effect and ±100 for the full control effect; nearly all actives have a fitted effect of over 55% in size
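Human tau K18 P301L (15 uM unlabeled, 0.24 uM Alexa 594-labeled) in 100 mM sodium acetate pH 7 with 20 uM heparin, 6 hr at 37 C. ThT 30 uM added, 1 hr ambient; Alexa 594 FP and total fluorescence read at 555/632 nm.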
SMN2 splice enh: SMN2 splice variant enhancement. HEK293 SMN2-luciferase splicing reporter, luminescence, 30-36 h. Potency, µM (top dose mostly 46.1 µM), for inactives: at the highest dose activity change, positive = activation, hits mostly activators. 2.8% of 210,000 active; also: % of control where 0% means no effect; nearly all actives have a fitted effect of over 55% in size
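qHTS luciferase splicing reporter: luminescence rises when SMN2 exon 7 is included in transfected HEK293 cells. Compound exposure lasted 30-36 h at 37C, with 4.5 mM final sodium butyrate as control, followed by a ONE-Glo read.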
HttQ103 aggreg: mutant huntingtin aggregation inhibition. PC12 HttQ103-GFP aggregates, Acumen cytometry, 40 h. Potency, µM (titrated, usually from 46.1 µM), for inactives: top-dose activity change, negative = inhibition, actives largely listed as inhibitors. 1.1% of 220,000 active; also: % is scaled to controls: 0 for no effect and ±100 for the full control effect; nearly all actives have a fitted effect of over 60% in size
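Huntingtin Q103 exon 1–GFP aggregates in induced PC12 cells (100 nM tebufenozide) were quantified by cytometry from lysates, with compounds dosed in titration.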
Tau FP inhib: inhibitors of human tau fibril formation; P10636; 0.39% of 280,000 active; K18 P301L tau heparin fibrillization, Alexa594 FP, 6 h; Potency, µM (doses to about 57.7 µM), inactives show top-dose activity, negative = inhibition, most hits filed as inhibitors; also: % is scaled to controls: 0 for no effect and ±100 for the full control effect; nearly all actives have a fitted effect of over 55% in size
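Recombinant K18 P301L […], labeled with Alexa 594 at 0.24 uM over 15 uM unlabeled; heparin inducer 20 uM final; 37 C, 6 hr; FP endpoint.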
ALDH1A1 inh: blocks purified human ALDH1A1 activity; Potency, µM (highest dose often 75.3 µM), for inactives: top-dose activity, negative = inhibition, hits mostly inhibitors; P00352; Purified ALDH1A1, NADH fluorescence, propionaldehyde substrate; 7.3% of 220,000 active; AID 1030; active = well fitted inhibition curve with a large enough effect, not every such curve was filed as active; inconclusive = small, poorly fitted or top-dose-only effect, or another doubt; inactive = no such curve, though single readings can be large or run the other way;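 also: plate controls were no enzyme wells and a reference inhibitor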
Target sequence (P00352 whole entry, looked up): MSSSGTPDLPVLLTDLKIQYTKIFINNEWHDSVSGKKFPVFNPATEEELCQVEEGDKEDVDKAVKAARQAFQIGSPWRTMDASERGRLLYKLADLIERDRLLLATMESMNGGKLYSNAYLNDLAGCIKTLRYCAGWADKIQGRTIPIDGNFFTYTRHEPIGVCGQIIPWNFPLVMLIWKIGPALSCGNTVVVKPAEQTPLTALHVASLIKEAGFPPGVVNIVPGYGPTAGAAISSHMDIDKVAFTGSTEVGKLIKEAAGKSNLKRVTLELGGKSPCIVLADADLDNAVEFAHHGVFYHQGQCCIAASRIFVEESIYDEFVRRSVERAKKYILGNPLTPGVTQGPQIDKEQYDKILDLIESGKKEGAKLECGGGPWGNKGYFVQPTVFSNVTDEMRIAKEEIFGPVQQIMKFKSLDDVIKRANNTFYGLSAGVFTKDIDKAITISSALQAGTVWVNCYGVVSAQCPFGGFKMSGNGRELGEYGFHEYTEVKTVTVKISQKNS
The depositor's hits bear a star; ? = inconclusive; / = no result given; [ ] = dose if it differs, or a comment. Unless noted, calls follow the shape of the dose curve; as a rule, active = well fitted curve in the direction sought with a large enough effect; inconclusive = small, poorly fitted or top-dose-only effect, or another doubt; inactive = no such curve, though single readings can be large; an effect the other way counts as inactive or inconclusive. Potency is read from the fitted curve at half-maximal effect. This is a subset; count on the stated rates, not on these rows.

Sequence of screens – Tau ThT inhib	HTT cytoprotect	JMJD2E inh	Tau fluor counter	SMN2 splice enh	HttQ103 aggreg	Tau FP inhib	ALDH1A1 inh
- O=C(COC(=O)CCSc1ccccc1)Nc1cc(F)ccc1F
 : -9%	-33%	4%	-20%	2%	4%	0%	-5%
- CCC1C(=O)N(c2nc(C)cc(C)n2)N=C1C (stereo not given)
 : -6%	?	-7%	-8%	-9%	-7%	1%	-1%
- Cc1nnc(N2CCOCC2)c2nn(-c3cccc(Cl)c3)c(C)c12
 : -2%	-9%[10 µM]	?	0%	-19%	-12%	1%	-5%
- O=C(NCCc1ccc([N+](=O)[O-])cc1)c1ccccc1
 : -16%	0%[10 µM]	3%	-11%	/	-3%[9.22 µM]	-2%	/
- O=C1CS/C(=N/N=C/c2ccncc2)N1
 : -3%	21%[10 µM]	-12%	-6%	/	11%[9.22 µM]	2%	-4%
- O=C(O)c1c[nH]c2ccc(S(=O)(=O)N3CCOCC3)cc12
 : -11%	-10%	-13%	2%	/	4%	6%	5%
- CCOC(=O)COc1ccc2c(C#N)c3ccccn3c2c1
 : -10%	-9%	5%	-22%	-2%	2%[9.22 µM]	5%	?
- CCOc1ccccc1-c1nc(-c2ccc(NC(=O)c3ccc(Br)o3)cc2)no1
 : ?	5%[10 µM]	?	-25%	-12%	4%	-15%	-10%
- Cc1sc2nc(C(C)C)oc(=O)c2c1C
 : -5%	-1%	11%	-4%	?	-2%	6%	2%
- CCc1nnc(SCC(=O)NC2CCCCC2)nc1CC
 : -1%	4%[10 µM]	-5%	4%	-1%	-5%	-2%	?
- Fc1ccc(-c2nc(-c3cccs3)[nH]c2-c2ccc(F)cc2)cc1
 : -13%	-2%[0.074 µM]	?	?	-33%[inhibitor]	?	4%	?
- CC(Nc1nc(N2CCNCC2)nc2ccccc12)c1ccccc1 (stereo not given)
 : -8%	10%	?	-3%	-30%	-15%	3%	?
- COc1ccc(S(=O)(=O)N2CCOCC2)cc1C(=O)Nc1nc2ccccc2s1
 : -1%	-7%	?	-13%	11%	-14%	-9%	?
- CCc1ccc2c(COC(=O)c3n[nH]c4ccccc34)cc(=O)oc2c1
 : ?	12%	-2%	?	?	18%	?	?
- COc1ccc(C(=O)Nc2sc(C(=O)N(C)C)c(C)c2C#N)cc1[N+](=O)[O-]
 : -15%	/	-10%	-5%	3%	2%	10%	?
- Cc1cc(C)cc(NC(=O)CSCc2cnn(-c3ccccc3)c2-n2cccc2)c1
 : -15%	-29%	-1%	-30%	15%	-5%	-3%	-4%
- CN(C)C/C(Cl)=C(\Cl)c1ccccc1
 : 1%	-8%	-3%	-2%	1%	-3%	-4%	7.1µM*
- CSCCNCc1cn(-c2ccc(F)cc2F)nc1-c1ccccc1C
 : -10%	-39%[inhibitor]	3%	-5%	/	8%	-1%	35µM*
- Cc1cc(O)c(C(C)C)cc1NC1=NS(=O)(=O)c2ccccc21
 : 5%	23%	5%	-1%	?	-8%	3%	?
- O=C1COc2ccc(N3C(=O)C=CC3=O)cc2N1
 : 0%	-23%	1%	-2%	-103%[inhibitor]	2%[9.22 µM]	-14%	6.3µM*
- C=CC(=O)NC1CC2CCC1(C)C2(C)C (stereo not given)
 : -11%	-2%[10 µM]	6%	-10%	/	-1%[9.22 µM]	-3%	6%
- COc1ccc(CC(=O)c2c(O)cc(O)cc2O)cc1OC
 : -12%	17%	-10%	?	-10%	-1%[9.22 µM]	7%	-6%
- COc1ccc(-c2nc(Cn3c(SCc4ccccc4F)nc4ccncc43)c(C)o2)cc1
 : -10%	-47%[inhibitor][10 µM]	-15%	-10%	-13%	-12%	-8%	3%
- COC(=O)c1cc2ccsc2n1Cc1ccccc1F
 : 1%	-13%[10 µM]	3%	-1%	-6%	-13%	5%	7%
- O=C(Cn1nc(Cc2cccnc2)c2ccccc2c1=O)N1CCN(C(=O)c2ccco2)CC1
 : -12%	-1%	-3%	-8%	2%	12%	5%	-1%
- Cc1ccccc1-c1noc(-c2cccs2)n1
 : -9%	5%[10 µM]	-6%	-12%	?	22%	-9%	3%
- NC(=O)c1sc2cc(C(F)(F)F)cnc2c1-c1ccccc1
 : 1%	17%[10 µM]	-6%	6%	/	-16%[9.22 µM]	0%	4%
- Cc1[nH]c2ccccc2c1SCc1nnc(SCc2ccc(Cl)cc2)n1C
 : ?	28%[10 µM]	-2%	?	/	?	16%	20%
- CCOC(=O)c1ccc(NC(=O)CC2C(=O)N(c3ccccc3)C(=O)N2C2CCCCC2)cc1 (stereo not given)
 : 12%	/	/	-29%	14%	/	-17%	/
- CC1=CC(C)(C)n2c(O)c(N=N)c3c(C)ccc1c32
 : 11%	-28%[10 µM]	-1%	2%	/	-29%[9.22 µM]	-1%	/
- COC(=O)c1cc2c(cc1N)OCCO2
 : -13%	0%[10 µM]	?	-10%	/	0%[9.22 µM]	7%	?
- COc1ccccc1C(=O)Nc1ncc2c(n1)CC(c1ccco1)CC2=O (stereo not given)
 : ?	-17%	-25%	-9%	-26%	12%	-4%	8.9µM*
- O=C(NCc1ccco1)c1scc2c1OCCO2
 : 4%	7%	6%	7%	11%	5%	2%	22µM*
- CCOC(=O)c1nnc(-c2ccc(C)cc2)nc1Sc1ccccc1Cl
 : ?	-10%	2%	-13%	2%	16%	-7%	5%
- O=C(/C=N/NC(=O)c1ccccc1Br)c1ccccc1
 : 1%	-8%[10 µM]	4%	6%	7%	-1%	1%	?
- O=C(O)COCC(=O)NCc1nc(-c2ccc(C(F)(F)F)cc2)no1
 : /	30%[10 µM]	3%	0%	/	38%[9.22 µM]	-2%	/
- COCC(=O)N1CCc2nc(COc3ccccc3)c3c(c2C1)CO[C@@H](C)C3
 : -12%[11.5 µM]	-16%[10 µM]	12%[11.4 µM]	-16%[11.6 µM]	4%[9.22 µM]	/	-2%[11.6 µM]	-1%[13.5 µM]
- CCN(CC)CCNC(=O)Cn1nc(Cc2ccccc2)c2ccccc2c1=O
 : 5%	10%	5%	-1%	-2%	-12%	0%	2%
- COc1ccc(CCNC(=O)CSc2nnc3ccc(-c4cccnc4)nn23)cc1
 : -4%	-16%	-6%	3%	0%	11%	1%	6%
- CSc1nc2ccc(NC(=O)C3=NN(c4ccccc4)C(=O)CC3)cc2s1
 : ?	-64%[inhibitor][10 µM]	-27%	-23%	?	-1%	6%	?
- Cc1[nH]nc(-c2ccc(O)cc2O)c1-c1ccc(Cl)cc1
 : -16%	7%[0.074 µM]	-1%	22µM*[quencher]	-23%	?	?	-4%
- COC(=O)Nc1ccc(S(=O)(=O)N2CCCC(C(=O)NC3CCS(=O)(=O)C3)C2)cc1 (stereo not given)
 : -10%	27%[10 µM]	6%	-9%	-35%[inhibitor]	11%	-5%	-5%
- Clc1ccccc1-c1csc(Nc2cccnc2)n1
 : -19%	-14%[10 µM]	-4%	-27%	/	1%[9.22 µM]	16%	-2%
- Cc1ncoc1C(=O)N1CCc2c([nH]c3ccccc23)C1c1ccccc1F (stereo not given)
 : ?	35%[10 µM]	-7%	-13%	/	32%[9.22 µM]	-4%[2.34 µM]	1%
- O=C(COC(=O)Cn1cnc2ccccc21)Nc1cccc([N+](=O)[O-])c1
 : 6%	8%[10 µM]	1%	7%	0%	6%	-4%	?
- CCCCCCSc1nsc(NC(=O)CCC)n1
 : -6%	/	-2%	-15%	10%	/	-4%	-4%
- Cc1ccc(NC2=NC3(CCCCC3)N=C(N)N2)c(C)c1
 : 2%	-9%	3%	8%	5%	8%	7%	15%
- CC(C)CCN1CC(C(=O)NCc2ccccc2)CC1=O (stereo not given)
 : -2%	5%[10 µM]	6%	6%	-7%	1%	-2%	?
- CCOc1ccc(CC(=O)N2CCN(c3ccc(N4CCOCC4)nn3)CC2)cc1OCC
 : -5%	-8%[10 µM]	?	13%	-1%	-15%	-5%	?
- Cc1nc(-c2nnc(SCC(=O)Nc3ccc(C(F)(F)F)cc3)n2C)cs1
 : /	23%[10 µM]	7%	-3%	/	-9%[9.22 µM]	7%	/

Next part
Sequence of screens – Tau ThT inhib	HTT cytoprotect	JMJD2E inh	Tau fluor counter	SMN2 splice enh	HttQ103 aggreg	Tau FP inhib	ALDH1A1 inh
- Cc1ccc(C(=O)CNc2nc3c(c(=O)[nH]c(=O)n3C)n2Cc2ccccc2)cc1
 : -10%	-11%	0%	-22%	6%	5%	0%	2%
- O=C(c1scc2c1CCCC2)N1CCOCC1
 : -11%	2%	4%	-4%	-16%	-5%	1%	0%
- Fc1ccccc1Cn1nnc2c(NCCc3ccccn3)ncnc21
 : -11%	-6%[10 µM]	2%	-5%	-4%	-12%[9.22 µM]	1%	7.9µM*
- CCC(NC(=O)NCCCn1ccnc1)(C(F)(F)F)C(F)(F)F
 : -10%	-12%	1%	2%	-3%	1%	0%	0%
- C=CCOc1c(Br)cc(C2NC(=O)NC(C)=C2C(C)=O)cc1OCC (stereo not given)
 : 0%	-27%	-3%	-1%	-4%	-23%	-1%	6%
- CC(C)Cc1ccc(C(C)C(=O)Nc2ccccc2O)cc1 (stereo not given)
 : -8%	16%[10 µM]	2%	?	/	22%[9.22 µM]	?	/
- O=S(=O)(c1ccc(Br)cc1)N1CCCN(Cc2ccccc2F)CC1
 : -11%	/	-10%	-22%	-37%[inhibitor]	-12%	0%	?
- COc1ccc(C(F)(F)F)cc1N/C=C\c1nnnn1-c1ccc(C)cc1
 : -15%	0%	?	-25%	-23%	7%	-15%	25µM*
- O=C(CNC(=S)N(Cc1ccccc1)Cc1ccccc1F)NCc1ccc(Cl)cc1
 : 3%	-79%[inhibitor]	-4%	?	-33%[inhibitor]	?	-12%	?
- CCNS(=O)(=O)c1ccc(C)c(-n2cnnn2)c1C
 : 14%	-7%[10 µM]	0%	10%	17%	9%	12%	?
